Compound activity from PubChem.
CHX counter: counter-screen for Shiga toxin inhibitors: cycloheximide protein synthesis inhibition; cell reporter, cycloheximide protein synthesis inhibition counterscreen; AID 2314; max response, %; 12% of 300,000 active; in the data active means max response mostly above about 13%, no sharp cut-off; inactive means mostly below about 14%; further: read at 38.3 µM for the half of the compounds with a filed dose; 0% is about no effect
LmPK inhibitor: blocks Leishmania mexicana pyruvate kinase activity; Potency, µM (top dose mostly 57.5 µM), inactives show top-dose activity change, negative = inhibition, usual class: inhibitors; purified LmPK, Kinase-Glo ATP luminescence, 1 h; Q27686; 0.37% of 290,000 active; further: potency means the concentration at half of the fitted maximal effect; on the % scale 0 is the no-effect control and ±100 the full control effect
Target sequence (Q27686 whole entry, looked up): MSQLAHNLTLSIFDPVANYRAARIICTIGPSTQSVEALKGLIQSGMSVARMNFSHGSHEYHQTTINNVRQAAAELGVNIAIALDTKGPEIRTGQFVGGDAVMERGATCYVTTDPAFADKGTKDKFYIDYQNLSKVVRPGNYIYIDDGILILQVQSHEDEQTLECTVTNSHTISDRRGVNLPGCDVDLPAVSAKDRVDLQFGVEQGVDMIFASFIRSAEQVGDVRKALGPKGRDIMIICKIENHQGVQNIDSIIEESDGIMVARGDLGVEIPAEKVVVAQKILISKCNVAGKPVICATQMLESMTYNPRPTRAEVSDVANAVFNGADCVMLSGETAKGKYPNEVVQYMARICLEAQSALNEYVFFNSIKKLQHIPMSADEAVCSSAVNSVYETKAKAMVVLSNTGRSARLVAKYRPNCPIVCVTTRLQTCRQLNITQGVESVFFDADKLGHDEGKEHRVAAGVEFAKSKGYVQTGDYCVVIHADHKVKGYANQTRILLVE
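Kinase-Glo luminescence read after 1 h RT reaction of 0.1 nM LmPK with 0.5 mM PEP and 0.1 mM ADP. Activity scaled between uninhibited and enzyme-free controls.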
Pf growth 48h: P. falciparum growth inhibition at 48 hours (one generation); P. falciparum luciferase growth in erythrocytes, 48 h; 5.9% of 310,000 active; Potency, µM (top dose mostly 28.7 µM), for inactives: at the highest dose activity change, negative = inhibition, usual class: inhibitors; AID 504832; further: potency means the concentration at half of the fitted maximal effect; on the % scale 0 is the no-effect control and ±100 the full control effect
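Luciferase-expressing P. falciparum in infected erythrocytes (2% hematocrit, 0.1% parasitemia final) in RPMI 1640/0.5% Albumax were exposed to compound for 48 hours at 37 C, 5% CO2; growth read as luminescence.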
Shiga toxin inh: Shiga toxin inhibition; 9.2% of 290,000 active; Vero cells, Shiga toxin protein synthesis inhibition reporter; inhibition, % at 38.7 µM; AID 2315; in the data active means inhibition mostly above about 28%, no sharp cut-off; inactive means mostly below about 43%; further: 0% is about no effect
AMA1-RON2 inh: inhibitors of Plasmodium falciparum AMA1-RON2 interaction | Potency, µM (series often up to 58.2 µM), for the others: at the top dose activity change, negative = inhibition, most hits filed as inhibitors | AlphaScreen AMA1-biotinylated RON2 peptide binding | 0.2% of 360,000 active;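 further: potency means the concentration at half of the fitted maximal effect; 0% = vehicle wells and -100% = peptide control; nearly all actives have a fitted effect of over 45% in size; some results filed as inactive show a strong effect at the top dose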
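AMA1 (3D7) with his tag at 25 nM final met compounds first, then biotinylated RON2 peptide at 25 nM; detection used donor plus acceptor beads, 10 µg/mL apiece, read by AlphaScreen after 30 min at room temperature.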
TbPYK inhibitor: inhibitors of Trypanosoma brucei pyruvate kinase | TbPYK enzyme, Kinase-Glo Plus ATP luminescence, 45 min | AID 624173 | Potency, µM (top dose mostly 76.8 µM), for inactives: at the top dose activity, negative = inhibition, most hits filed as inhibitors | 0.12% of 410,000 active | Q57TT1; further: potency means the concentration at half of the fitted maximal effect; on the % scale 0 is the no-effect control and ±100 the full control effect; nearly all actives have a fitted effect of over 50% in size
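Activity of T. brucei pyruvate kinase was followed by Kinase-Glo Plus luminescence after the enzyme reacted 45 min at room temperature with 130 uM ADP (final) and substrate. Test compounds were added before ADP at multiple concentrations.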
Pf growth 96h: P. falciparum growth inhibition at 96 hours | Potency, µM (highest dose often 28.7 µM), for the others: at the top dose activity change, negative = inhibition, actives largely listed as inhibitors | 6.9% of 320,000 active | AID 504834 | P. falciparum luciferase reporter growth, 96 h; further: potency means the concentration at half of the fitted maximal effect; on the % scale 0 is the no-effect control and ±100 the full control effect
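96 h incubation, 37 C, 5% CO2, of luciferase-reporter P. falciparum-infected RBCs (2% hematocrit, 0.05% parasitemia final) with test compounds; endpoint luminescence.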
An asterisk follows results filed as active; ? = inconclusive; . = no result given; [ ] = dose if it differs, or a comment. Unless noted, the call rests on the fitted dose curve; in most records, active means well fitted curve in the direction sought with a large enough effect; inconclusive means small, poorly fitted or top-dose-only effect, or another doubt; inactive means no such curve, though single readings can be large; an effect the other way counts as inactive or inconclusive.

nr | compound | CHX counter | LmPK inhibitor | Pf growth 48h | Shiga toxin inh | AMA1-RON2 inh | TbPYK inhibitor | Pf growth 96h
1 | O=C(Nc1ccc(Cl)cc1)Nc1nnc(SCc2ccc(Cl)cc2)s1 | -7 | -5% | -7% | -15 | -8% | 8% | 5.2µM*
2 | CCOC(=O)c1sc(=S)n(-c2ccccc2)c1N(C(C)=O)C(C)=O | 1 | -3% | 23% | -4 | -18% | -6% | 72%[activator]
3 | COc1cc(OC)c(C(=O)OC(C)C(=O)Nc2cc(C(F)(F)F)ccc2Cl)cc1OC (centres undefined) | 5 | 2% | -7% | 2 | -7% | -2% | -20%
4 | CCN1CCN(c2nc3c(c(=O)[nH]c(=O)n3C)n2CCCc2ccccc2)CC1 | -2 | 2% | -17% | 50 | -10% | 3% | -2%
5 | Cn1ccnc1C(=O)c1ccccc1Cl | -3 | 1% | 22% | -4 | 14% | -3% | -5%
6 | Cc1sc(NC(=O)CN(C(=O)c2ccccc2F)C2CCCC2)c(C(N)=O)c1C | -2 | 4% | ? | 22 | -1% | 5% | -6%
7 | COc1ccc(C)cc1S(=O)(=O)N1CCC(C(=O)NC2CCCC2)CC1 | 1 | -8% | 2% | -23 | -16% | 6% | 49%[activator]
8 | Cc1ccccc1NC(=O)c1ccc(F)c(S(=O)(=O)NCC2CCCO2)c1 (centres undefined) | -4 | -2% | 2% | -14 | 15% | -4% | 24%
9 | C1CCCN(C2CCNCC2)CC1 | -4 | 0% | 0% | . | -10% | -19% | ?
10 | Cc1nn(-c2ccccc2)c(Cl)c1C(=O)OCC(=O)NCCc1ccccc1 | -3 | -7% | -6% | -10 | -6% | -12% | ?
11 | Cc1cccnc1NC(=O)/C=C/c1ccc2c(c1)OCO2 | 50* | -11% | 239%[activator] | 85* | 8% | -6% | 10µM*
12 | O=C(Nc1nc(-c2ccccn2)cs1)c1ccc(Cl)s1 | 13 | 1% | . | 121 | 100%[activator] | -8% | 0.37µM*
13 | COCCn1c(SCc2csc(-c3ccccc3)n2)nc2ccccc21 | 8 | 2% | -15% | 12 | 0% | 9% | 12µM*
14 | Cc1ccc(NS(=O)(=O)c2cccc3cccnc23)c(Br)c1 | 2 | -1% | -37% | 20 | 0% | -6% | -4%
15 | CN1CCN(C(=O)Nc2cccc3ccccc23)CC1 | -3 | -2% | -9% | -12 | -5% | 0% | -2%
16 | CC(/C=N/NC(=O)c1nn(C)c(C)c1Br)=C\c1ccccc1 | 63* | 0% | 54%[activator] | 117* | -7% | 1% | -1%
17 | CN(Cc1ccccc1)C(=O)c1[nH]cnc1C(=O)Nc1ccon1 | . | . | -7% | . | 27% | -3% | ?
18 | CC(=O)Nc1sc2c(c1C(c1ccccn1)N1CCCC1)CCCC2 (centres undefined) | 18 | 2% | 9.3µM* | 3 | 66%[activator] | -5% | 10µM*
19 | Cc1cc2c(c(=O)o1)C(CCC1CCCCC1)C(C#N)=C(N)O2 (centres undefined) | -1 | -2% | 5% | -3 | 4% | 1% | 33%[activator]
20 | Cn1c(=O)c2c(nc(NCCCN3CCOCC3)n2Cc2ccc(Cl)cc2)n(C)c1=O | 10 | 4% | 33%[activator] | -14 | -1% | -5% | 11%

(cont.)
nr | compound | CHX counter | LmPK inhibitor | Pf growth 48h | Shiga toxin inh | AMA1-RON2 inh | TbPYK inhibitor | Pf growth 96h
21 | CSc1ccccc1NC(=O)CN(C)C(=O)Cc1c[nH]c2ccccc12 | . | . | -27% | . | -1% | -4% | ?
22 | C/C(=N/OC(=O)c1ccccc1Br)c1ccc(C)cc1 | 66* | -7% | 52%[activator] | 139* | 13% | 4% | -25%
23 | Cc1nn(CCCC(=O)NCc2ccccc2)c(C)c1[N+](=O)[O-] | 12 | -7% | 11% | -15 | -6% | -1% | ?
24 | CCNC(=S)NN(c1ccccc1)c1ccccc1 | 6 | 5% | . | 9 | -10% | -7% | ?
25 | Cc1cc(NC(=O)CCN2CCC(C)CC2)ccc1Br | 1 | 0% | 7% | -11 | -1% | 0% | ?
26 | COc1ccc(Cc2nc(-c3ccc(Br)cc3)no2)cc1 | 29* | -3% | 38%[activator] | 31* | 65%[activator] | -5% | 21%
27 | COc1cc(C(C2=C(O)CC(C)(C)CC2=O)C2C(=O)CC(C)(C)CC2=O)cc(OC)c1OC (centres undefined) | -5 | -5% | 2% | -17 | 14% | -24% | ?
28 | COc1ccc(S(=O)(=O)n2c([N+](=O)[O-])cnc2C)c(C)c1C | 2 | 2% | 3% | -2 | -10% | -7% | ?
29 | O=C(CSc1nncn1-c1ccccc1)NC1CCCc2ccccc21 (centres undefined) | -3 | -1% | 7% | -3 | -19% | 3% | 7%
30 | O=C(O)CCC(=O)NCc1ccc(F)cc1 | 0 | 0% | 21% | 30 | 4% | 0% | .
31 | CCCN(CC(=O)Nc1ccccc1C)C(=O)CCCc1c[nH]c2ccccc12 | . | . | ? | . | 17% | -2% | ?
32 | Cc1ccc(-c2nc(C(Cl)Cl)c3ccccc3n2)cc1 | 2 | 1% | ? | 5 | -4% | 5% | ?
33 | CCN(CC)S(=O)(=O)c1cccc(C(=O)NC(Cc2c[nH]c3ccccc23)c2nnc3n2CCCCC3)c1 (centres undefined) | 14 | 0% | ? | 15 | -3% | -5% | 10µM*
34 | O=S(=O)([N-]c1nc2ccccc2nc1-[n+]1ccc(Cc2ccccc2)cc1)c1ccc(Br)s1 | 11* | 1% | ? | 48* | -18% | -4% | 13µM*
35 | Cc1oc(-c2cccs2)nc1CSCC(=O)NC1CC1 | -3 | 0% | 10% | -34 | 11% | -2% | -11%
36 | CSc1ccccc1C(=O)NCC(c1ccco1)N1CCCCC1 (centres undefined) | -1 | 0% | -12% | -6 | 7% | 1% | ?
37 | S=C(NCC(c1cccnc1)N1CCOCC1)NC1CCCCC1 (centres undefined) | -3 | 3% | 12% | 14 | 8% | 4% | 24%
38 | Cc1cc(C(=O)Cn2ncc(Cl)c(Cl)c2=O)c(C)n1CC(F)(F)F | 24* | 2% | 5% | 22 | -11%[11.6 µM] | -7% | ?
39 | Cc1cc(C)cc(NC(=O)c2cc(S(=O)(=O)NCc3ccco3)ccc2F)c1 | 15* | 6% | 21% | 46 | -9% | -9% | 4%
40 | COc1cc(C(=O)Nc2cc3c(cc2N2CCCCC2)n(C)c(=O)n3C)cc(OC)c1OC | 8 | 1% | ? | -2 | -4% | -6% | ?

Pulled by structure from the list above:
nr | compound | CHX counter | LmPK inhibitor | Pf growth 48h | Shiga toxin inh | AMA1-RON2 inh | TbPYK inhibitor | Pf growth 96h
30 | O=C(O)CCC(=O)NCc1ccc(F)cc1 | 0 | 0% | 21% | 30 | 4% | 0% | .
31 | CCCN(CC(=O)Nc1ccccc1C)C(=O)CCCc1c[nH]c2ccccc12 | . | . | ? | . | 17% | -2% | ?
25 | Cc1cc(NC(=O)CCN2CCC(C)CC2)ccc1Br | 1 | 0% | 7% | -11 | -1% | 0% | ?
33 | CCN(CC)S(=O)(=O)c1cccc(C(=O)NC(Cc2c[nH]c3ccccc23)c2nnc3n2CCCCC3)c1 (centres undefined) | 14 | 0% | ? | 15 | -3% | -5% | 10µM*

More structures follow.
nr | compound | CHX counter | LmPK inhibitor | Pf growth 48h | Shiga toxin inh | AMA1-RON2 inh | TbPYK inhibitor | Pf growth 96h
41 | COc1cccc2sc(N(C)c3ccccc3)nc12 | 61* | ? | . | 86 | 12% | -15% | -6%
42 | O=S(=O)(c1ccc2ccccc2c1)N1CCN(C2Cc3ccccc3C2)CC1 | -3 | -3% | 26% | -13 | ? | 12% | -8%
43 | Cc1c(Cl)c([N+](=O)[O-])nn1Cc1ccc(C(=O)N/N=C\c2ccccn2)o1 | 1 | 3% | -24% | -1 | 77%[activator] | 1% | ?
44 | Cc1ccc(Nc2ncnc3c2cnn3C)cc1 | 27* | -2% | 28% | 61* | 0% | -7% | ?
45 | Cc1ccc2[nH]c(=O)c(CN(CCc3ccccc3)C(=O)N3CCOCC3)cc2c1 | 1 | -6% | 20% | 7 | -13% | 0% | -21%
46 | CCCCn1c(N)c(N(CCOC)C(=O)CSc2n[nH]c(-c3ccc(OC)cc3)n2)c(=O)[nH]c1=O | 16 | -2% | 2% | 2 | -12% | 9% | 3%
47 | COc1ccc(OC)c(NC(=O)CCC(=O)Nc2nnc(C(C)C)s2)c1 | 6 | 9% | 14% | 8 | 1% | 9% | 22%
48 | O=S(=O)(NCCO)c1ccc2c(c1)Cc1cc(S(=O)(=O)NCCO)ccc1-2 | 1 | 0% | . | -7 | 17% | -4% | -15%
49 | CCOc1cccc(C(=O)N2CCCN(C)CC2)c1 | -3 | 3% | -23% | -9 | -5% | 6% | ?
50 | Clc1ccc(Cl)c(-c2nn3c(COc4ccccc4)nnc3s2)c1 | -4 | 0% | 16% | 12 | 20% | ? | .
51 | Cc1ccccc1Cc1c(C)nc2c(C(=O)NCc3ccco3)cnn2c1C | 10 | 2% | ? | 21 | -25% | -11% | -13%
52 | COC(=O)c1ccc(Cn2nc(-c3ccccc3)ccc2=O)cc1 | -1 | -8% | 8% | 11 | 1% | 2% | -1%
53 | CCOC(=O)CNC(=O)C1c2ccccc2C(=O)N(c2ccc(OC)cc2)C1c1ccc(OC)cc1 (centres undefined) | -3 | 17% | . | 0 | 5% | -5% | .
54 | Cc1ccc(C)c(NC(=O)Cn2ccn(-c3ccc4c(c3)OCO4)c(=O)c2=O)c1 | . | . | 31%[activator] | . | 23% | 1% | 7%
55 | Cc1cc2c3c(c1)C1(SCC(=O)N1c1ccc(F)cc1)C(=O)N3C(C)(C)CC2C (centres undefined) | -3 | 7% | . | -18 | -4% | -23% | ?
56 | O=S(=O)(c1ccc(F)cc1)N1CCN(CCc2ccccc2)CC1 | -1 | 0% | 34%[activator] | -10 | -8% | -9% | ?
57 | O=C(COC(=O)C(Cc1ccccc1)NC(=O)c1cccs1)NCc1ccccc1 (centres undefined) | . | . | -8% | . | -2% | -13% | 27%
58 | COc1ccc(OC)c(-n2cnc3cc(C(=O)O)ccc32)c1 | -6 | -6% | 39%[activator] | -22 | 8% | -9% | ?
59 | COc1ccc(O)c(C(=O)c2cnc3c(c2)c(C)nn3CCO)c1 | -3 | -1% | ? | -1 | -15% | -5% | ?
60 | Clc1cccc(Oc2cnns2)c1Cl | 12 | 4% | -11% | 5 | 32%[activator] | -7% | 44%[activator]
61 | COc1cc(C)c(S(=O)(=O)NOCc2ccc([N+](=O)[O-])cc2)c(C)c1C | 2 | 1% | -15% | -6 | -18% | -2% | ?
62 | O=C(N1CCOCC1)n1cnc2ccccc21 | -1 | -6% | -6% | 10 | 1% | 2% | 13%

By substructure: the compounds so far containing a nitro group on carbon (four)
nr | compound | CHX counter | LmPK inhibitor | Pf growth 48h | Shiga toxin inh | AMA1-RON2 inh | TbPYK inhibitor | Pf growth 96h
23 | Cc1nn(CCCC(=O)NCc2ccccc2)c(C)c1[N+](=O)[O-] | 12 | -7% | 11% | -15 | -6% | -1% | ?
28 | COc1ccc(S(=O)(=O)n2c([N+](=O)[O-])cnc2C)c(C)c1C | 2 | 2% | 3% | -2 | -10% | -7% | ?
43 | Cc1c(Cl)c([N+](=O)[O-])nn1Cc1ccc(C(=O)N/N=C\c2ccccn2)o1 | 1 | 3% | -24% | -1 | 77%[activator] | 1% | ?
61 | COc1cc(C)c(S(=O)(=O)NOCc2ccc([N+](=O)[O-])cc2)c(C)c1C | 2 | 1% | -15% | -6 | -18% | -2% | ?
